Bioassay records (PubChem BioAssay)
Bcl-2 Bim block: inhibitors of Bim-Bcl-2 interaction, human; P10415; Bead-based flow cytometry, Bim peptide-Bcl-2 binding; inhibition, % at 10 µM; 0.06% of 190,000 active; AID 950; in the data active = inhibition above about 40%; inconclusive = no clear call, values can overlap the other calls;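 also: 0% = no compound wells with probe peptide and 100% = reference peptide inhibitor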
Target sequence (P10415 whole entry, looked up): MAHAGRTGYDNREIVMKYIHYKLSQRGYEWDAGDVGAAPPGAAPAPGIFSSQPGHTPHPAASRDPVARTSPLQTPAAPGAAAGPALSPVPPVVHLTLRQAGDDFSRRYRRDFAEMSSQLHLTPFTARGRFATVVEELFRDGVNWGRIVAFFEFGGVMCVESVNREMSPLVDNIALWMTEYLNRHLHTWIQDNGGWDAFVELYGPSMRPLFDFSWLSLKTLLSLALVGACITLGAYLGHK
Bim-Bcl-B: disrupts Bim peptide binding to human Bcl-B; inhibition, % at 10 µM; 0.073% of 190,000 active; AID 951; Q9HD36; bead-based flow cytometry;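 also: 0% = tracer peptide without compound and 100% = reference inhibitor peptide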
RGS4-Gao reg: modulates binding of RGS4 to human Galphao; Multiplexed bead flow cytometry; actives lie on both sides; binding response (% of control), % at 10 µM; 0.33% of 220,000 active; AID 1415; in the data active = binding response below about 49% or above about 150%; inactive = in between;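 also: fluorescent Galphao activated with aluminum fluoride binding bead-coupled RGS4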
Bim-Bcl-XL: inhibitors of Bim-Bcl-XL interaction, human. 0.04% of 190,000 active. AID 1007. inhibition, % at 10 µM. Bim peptide-Bcl-XL binding, bead flow cytometry, fluorescence
Target sequence (Q07817 whole entry, looked up): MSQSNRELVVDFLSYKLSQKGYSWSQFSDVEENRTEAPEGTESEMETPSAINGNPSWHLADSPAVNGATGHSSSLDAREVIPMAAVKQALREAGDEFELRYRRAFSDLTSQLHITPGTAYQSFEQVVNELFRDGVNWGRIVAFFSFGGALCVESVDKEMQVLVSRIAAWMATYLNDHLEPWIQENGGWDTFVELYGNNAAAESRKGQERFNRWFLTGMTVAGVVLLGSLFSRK
Mcl1 Noxa PPI: Mcl-1/Noxa interaction inhibition | 1.5% of 220,000 active | inhibition, % at 21.7 µM | AID 1022 | TR-FRET Mcl-1/Noxa peptide binding, 2 h | Q07820;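 active = compounds that cut the protein-peptide binding signal by more than 50% relative to plate controls in a single-dose test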;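 also: His-tagged Mcl-1 with rhodamine Noxa BH3 peptide and terbium anti-His antibody; 0% = Mcl-1 plus Noxa peptide wells and 100% = peptide-only wells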
Target sequence (Q07820 whole entry, looked up): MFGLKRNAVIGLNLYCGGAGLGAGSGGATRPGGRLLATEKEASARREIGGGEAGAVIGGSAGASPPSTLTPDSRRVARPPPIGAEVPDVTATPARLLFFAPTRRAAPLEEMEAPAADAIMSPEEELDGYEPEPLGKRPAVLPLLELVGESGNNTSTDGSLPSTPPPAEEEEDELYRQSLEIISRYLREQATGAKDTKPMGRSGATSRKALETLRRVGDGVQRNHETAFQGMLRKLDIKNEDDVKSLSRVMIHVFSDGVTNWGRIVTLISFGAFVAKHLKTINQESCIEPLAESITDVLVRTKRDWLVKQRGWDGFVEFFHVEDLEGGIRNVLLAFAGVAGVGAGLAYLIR
Bim-Bcl-W: disrupts Bim peptide binding to human Bcl-W; Q92843; bead-based flow cytometry; inhibition, % at 10 µM; 0.02% of 190,000 active; AID 952;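 also: 0% = bound tracer without compound and 100% = peptide blocker; higher means less fluorescent Bim peptide bound to Bcl-W beads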
Target sequence (Q92843 whole entry, looked up): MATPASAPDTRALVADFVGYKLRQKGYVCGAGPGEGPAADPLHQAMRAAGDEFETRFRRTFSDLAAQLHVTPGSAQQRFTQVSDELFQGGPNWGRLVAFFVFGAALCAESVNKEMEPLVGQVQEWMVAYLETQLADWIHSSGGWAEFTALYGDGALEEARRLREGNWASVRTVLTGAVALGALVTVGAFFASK
Bim-Bfl-1: disrupts Bim binding to human Bfl-1. inhibition, % at 10 µM. AID 1008. Q16548. 0.12% of 190,000 active. Bead-based flow cytometry, Bim-Bfl-1 binding inhibition;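 also: 0% = wells without compound plus tracer and 100% = blocker peptide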
Mcl1-Bid inh: Mcl-1/Bid interaction inhibition. Q07820. TR-FRET Mcl-1/Bid-Dy647 peptide binding, 1536-well. inhibition, % at 21.7 µM. 0.97% of 220,000 active. AID 1021;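 active = compounds that cut the binding signal by more than half at the single screening dose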;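 also: His-tagged Mcl-1 with europium anti-His antibody binding Bid BH3 peptide; 0% = Mcl-1 plus peptide wells and 100% = peptide-only wells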
Bim-Mcl-1: inhibitors of Bim-Mcl-1 interaction, human; inhibition, % at 10 µM; 0.1% of 190,000 active; Q07820; AID 1009; Bead-based flow cytometry, Bim peptide-Mcl-1 binding;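 also: 0% = no compound tracer wells and 100% = peptide blocker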
RGS7-Gao reg: human RGS7-Galphao interaction regulation; 0.35% of 220,000 active; Multiplexed bead flow cytometry, RGS7-Galphao binding; actives lie on both sides; binding response (% of control), % at 10 µM; in the data active = binding response below about 49% or above about 150%; inconclusive = no clear call, values can overlap the other calls; inactive = in between;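 also: fluorescent Galphao held in activated GDP-AlF4 state binding bead-coupled RGS7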
RGS8-Gao reg: human RGS8-Galphao interaction regulation; P09471; multiplexed bead flow cytometry, RGS8-Galphao binding; actives lie on both sides; response (percent of control binding), % at 10 µM; 0.34% of 220,000 active; in the data active = response below about 60% or above about 140%; inactive = in between;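 also: Galphao activated as the GDP aluminium fluoride complex binding bead-coupled RGS8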
Active calls of the source: *; ? = inconclusive; . = not tested or not shown. Rule as the data show it, unless noted: active = inhibition above about 40%.

SMILES	Bcl-2 Bim block	Bim-Bcl-B	RGS4-Gao reg	Bim-Bcl-XL	Mcl1 Noxa PPI	Bim-Bcl-W	Bim-Bfl-1	Mcl1-Bid inh	Bim-Mcl-1	RGS7-Gao reg	RGS8-Gao reg
Cc1c(C(=O)Nc2ccc(-c3nnc4n3CCCCC4)cc2)oc2ccc(Br)cc12	4	7	110	-4	13	1	2	-15	0	106	101
CCOc1ccc(Br)cc1S(=O)(=O)NC(=O)c1ccccc1	3	2	98	2	9	3	0	15	4	98	101
CC(=O)Nc1nnc(COc2ccc(Cl)cc2)s1	-4	-4	99	-4	-2	-4	-6	-23	-4	100	99
O=S(=O)(NCCCO)c1ccc2c(c1)Cc1cc(S(=O)(=O)NCCCO)ccc1-2	-15	-10	101	-16	-1	-4	-21	-26	-3	101	101
Cc1cccc(N2CC(C(=O)O)CC2=O)c1C (centres undefined)	.	.	101	.	1	.	.	-7	.	?	101
CN(C(=O)CSC1=Nc2ccccc2C2=NC(c3ccccc3)C(=O)N12)C1CCCCC1 (centres undefined)	4	0	71	4	17	0	-1	-8	-1	76	73
COc1ccc(N2CCN(C(=O)C34CCC(C)(C(=O)C3)C4(C)C)CC2)cc1 (centres undefined)	-8	-1	102	-1	16	2	-6	-15	0	105	106
CCc1ccc(NC(=O)CCc2nc3ccccc3[nH]2)cc1	-3	-2	97	-2	-8	-2	-6	-4	1	97	103
Cc1ccc(/C=C/C(=O)Nc2cccc(S(=O)(=O)N3CCOCC3)c2)o1	-6	-13	100	-5	53*	-2	-2	-1	-5	100	96
O=C(NN=C1C2CC3CC(C2)CC1C3)c1ccccc1O	.	.	105	.	0	.	.	-15	.	?	103
COc1cccc(/C=N/Nc2ncccc2[N+](=O)[O-])c1OC	.	.	93	.	18	.	.	4	.	?	97
Cc1nc(S(=O)(=O)c2ccc(Cl)cc2)c(NCc2ccccc2)o1	-7	-8	103	-4	5	-4	-10	4	-3	101	106
FC(F)(F)c1cnc(N2CCC(=NOCc3ccc(Cl)cc3)CC2)c(Cl)c1	-3	0	100	1	5	0	-3	-3	0	101	106
CC(=O)Nc1ccc(SCC(=O)N(CCC#N)c2cc(C)cc(C)c2)cc1	-5	-2	101	-3	4	0	-1	-13	-2	104	102
CCCNC(=O)c1ccc(Cl)c(Cl)c1	-5	-1	98	-1	-8	-1	-3	-14	-2	96	97
COCCn1c(SCC(=O)NCC2CCCO2)nc2c(c1=O)SC(C)C2 (centres undefined)	-1	-7	94	-2	4	0	-8	-21	-1	98	99
Cc1cnccc1CN(C)Cc1cn(C)nc1-c1ccc(Oc2ccccc2)cc1	-2	-3	98	-4	16	-4	3	0	-2	96	95
Cc1ccccc1OCCC(=O)Nc1ccc(F)c(Cl)c1	0	-4	99	-1	6	0	0	-15	-1	100	103
C=CCn1c(O)c(C(CC)=NCc2cccnc2)c(=O)[nH]c1=O	-4	-4	101	-6	7	-6	-1	-9	0	96	101
COc1ccc(C2=NCN(c3ccc(C)cc3)C(=S)N2)cc1	-2	0	105	-2	-9	1	0	-98	0	102	109
COCC(C)NC(=O)CSc1nnc(-c2cccc(S(=O)(=O)N3CCCCC3)c2)o1 (centres undefined)	-2	0	101	1	7	-2	-4	-9	-2	97	101
Cc1cccc(NC(=O)c2ccc(COc3cccc4ccccc34)o2)n1	-7	-8	101	-6	4	-4	6	-18	-5	99	101
CCC(=O)Nc1sc(C(=O)Nc2ccccc2OC)c(C)c1C(=O)OC	4	-1	100	0	-7	1	-4	-18	0	91	100
COc1ccc(/C=c2\sc3nc(-c4ccccc4)c(-c4ccccc4)n3c2=O)cc1OC	2	-4	106	1	20	4	5	-23	0	113	101
COc1cc(-c2cc(C(=O)N3CCN(c4ccccn4)CC3)c3ccccc3n2)cc(OC)c1OC	-6	-5	91	-5	10	-7	2	3	-2	91	82

Ordered by value in Bim-Bcl-W (falling): some entries from above.
SMILES	Bcl-2 Bim block	Bim-Bcl-B	RGS4-Gao reg	Bim-Bcl-XL	Mcl1 Noxa PPI	Bim-Bcl-W	Bim-Bfl-1	Mcl1-Bid inh	Bim-Mcl-1	RGS7-Gao reg	RGS8-Gao reg
COc1ccc(/C=c2\sc3nc(-c4ccccc4)c(-c4ccccc4)n3c2=O)cc1OC	2	-4	106	1	20	4	5	-23	0	113	101
Cc1c(C(=O)Nc2ccc(-c3nnc4n3CCCCC4)cc2)oc2ccc(Br)cc12	4	7	110	-4	13	1	2	-15	0	106	101
Cc1cnccc1CN(C)Cc1cn(C)nc1-c1ccc(Oc2ccccc2)cc1	-2	-3	98	-4	16	-4	3	0	-2	96	95

Of the compounds above, 3 have a furan ring, fused or not:
SMILES	Bcl-2 Bim block	Bim-Bcl-B	RGS4-Gao reg	Bim-Bcl-XL	Mcl1 Noxa PPI	Bim-Bcl-W	Bim-Bfl-1	Mcl1-Bid inh	Bim-Mcl-1	RGS7-Gao reg	RGS8-Gao reg
Cc1c(C(=O)Nc2ccc(-c3nnc4n3CCCCC4)cc2)oc2ccc(Br)cc12	4	7	110	-4	13	1	2	-15	0	106	101
Cc1ccc(/C=C/C(=O)Nc2cccc(S(=O)(=O)N3CCOCC3)c2)o1	-6	-13	100	-5	53*	-2	-2	-1	-5	100	96
Cc1cccc(NC(=O)c2ccc(COc3cccc4ccccc34)o2)n1	-7	-8	101	-6	4	-4	6	-18	-5	99	101

Following part.
SMILES	Bcl-2 Bim block	Bim-Bcl-B	RGS4-Gao reg	Bim-Bcl-XL	Mcl1 Noxa PPI	Bim-Bcl-W	Bim-Bfl-1	Mcl1-Bid inh	Bim-Mcl-1	RGS7-Gao reg	RGS8-Gao reg
COc1ccc(NS(=O)(=O)c2ccc(N3CCOCC3)c(NC(=O)c3ccccc3Cl)c2)cc1	-9	-6	106	-4	2	-2	-1	-12	-3	102	100
O=C(NCCC1=CCCCC1)C1CCN(S(=O)(=O)c2cccc3cccnc23)CC1	-7	-8	100	-3	13	3	-9	-22	0	96	101
COc1cc(NC(=O)COC(=O)CNC(=O)c2ccc(C)cc2)c(C)cc1[N+](=O)[O-]	-8	-8	104	-9	10	-6	0	-11	-7	102	104
CCN(CC)C(=O)c1ccc(COc2ccccc2Br)o1	-2	0	99	-1	6	-2	0	-6	-4	98	99
O=C(COc1ccccc1-c1ccccc1)N/N=C/c1cccc2ccccc12	-8	-9	103	-6	9	-5	-1	-6	-5	106	108
O=C(CCn1nnc2ccccc21)N1CCC(O)(c2cccc(F)c2)CC1	-11	-5	101	-2	8	0	-9	-17	-1	98	102
Cc1ccc(NC(=O)c2ccc(OC(=O)CCN3C(=O)c4ccccc4C3=O)cc2)cc1	0	3	96	1	-13	-1	1	37	1	106	99
CCOC(=O)c1oc2nc(CC(C)C)c3c(c2c1N)CCCC3	.	.	111	.	15	.	.	-2	.	?	107
Oc1c(C(c2ccc(Cl)cc2)N2CCCC2)cc(Cl)c2cccnc12 (centres undefined)	-2	-3	101	0	22	-1	3	73*	-1	?	99
Cc1cc(-c2ccccc2)nn1-c1nc2c(c(=O)[nH]c(=O)n2C)n1C	-3	-3	104	-1	11	-1	0	8	-5	104	103
O=[N+]([O-])c1cccc(-c2cc(C(F)(F)F)n3nc(-c4ccccc4)cc3n2)c1	.	.	117	.	5	.	.	5	.	?	116
O=S(=O)(NCc1ccco1)c1cccc(S(=O)(=O)N2CCCCC2)c1	-7	-10	101	-10	1	-6	-13	0	-7	101	102
O=C(CN1CCCCC1)N/N=C/c1cc2ccccc2nc1Cl	-1	-5	99	-2	-12	0	-1	-42	1	99	105
O=C(NC(=S)NCC1CCCO1)c1ccccc1 (centres undefined)	-2	-8	100	-6	26	-4	-8	-39	0	102	101
O=c1[nH]c(CSc2ncn[nH]2)nc2ccccc12	.	.	91	.	2	.	.	-23	.	?	95
CN(Cc1cn(C)nc1-c1ccc(Oc2ccccc2)cc1)CC1COCCO1 (centres undefined)	-3	1	105	-5	-12	-4	0	-3	2	104	100
COc1ccc(NC(=O)CSc2cc(C(=O)c3nccn3C)c3ccccc3n2)cc1	0	-28	92	-4	15	0	7	-42	-1	94	101
Cc1ccc(-c2nc3ccccc3[nH]c2=O)cc1	.	.	106	.	11	.	.	0	.	?	101
COc1ccc(Nc2ccc(Nc3ccc(OC)cc3)nn2)cc1	-11	0	98	-7	46	-5	-9	-62	-8	97	119
CCCC1=[N+](CC(=O)c2ccc(C)cc2)CCn2cccc21	-4	-7	98	-4	0	0	-7	-14	0	99	101
Cc1ccc(C(C2C(=O)CC(C)(C)CC2=O)C2C(=O)CC(C)(C)CC2=O)s1	0	-2	99	10	7	6	-8	-41	0	94	92
CN(C(=O)C1CCC1C(=O)O)c1nc(-c2ccc(Cl)s2)cs1 (centres undefined)	.	.	93	.	5	.	.	-2	.	.	97
N#Cc1nc(-c2ccco2)oc1NCc1ccco1	-6	-6	104	-4	5	-3	-7	-29	-5	99	103
COC(=O)Cc1ccc2oc(-c3cccnc3)nc2c1	1	1	103	-2	-9	3	-4	-7	2	103	102
CS(=O)(=O)N(CC(=O)N1CCC(C(N)=O)CC1)c1ccc(Oc2ccccc2)cc1	0	0	99	0	8	1	-2	-31	0	104	103
COc1ccc2[nH]c(=O)c(C(c3nnnn3C3CCCC3)N(C)C3CCCCC3)cc2c1 (centres undefined)	5	4	101	-1	-4	-1	0	-4	0	100	105
Cn1c(SCc2ccc(Br)cc2)nnc1-c1cccs1	-12	-7	98	-10	5	-3	-14	-12	-3	97	99
O=C(c1ccccc1F)N1CCN(c2ccc([N+](=O)[O-])c(NCC3CCCO3)c2)CC1 (centres undefined)	2	7	99	0	6	-1	0	-30	24	98	98
Cc1ccc2cc(C(c3nnnn3C3CCCC3)N3CCN(c4ccc(F)cc4)CC3)c(=O)[nH]c2c1 (centres undefined)	-6	-8	102	-6	-1	-6	-13	-4	-2	102	100
CC(C)c1cc(C(=O)N/N=C/c2c[nH]c3ccccc23)n[nH]1	.	.	99	.	7	.	.	-42	.	?	99

Fetched by structure from the list above (two):
SMILES	Bcl-2 Bim block	Bim-Bcl-B	RGS4-Gao reg	Bim-Bcl-XL	Mcl1 Noxa PPI	Bim-Bcl-W	Bim-Bfl-1	Mcl1-Bid inh	Bim-Mcl-1	RGS7-Gao reg	RGS8-Gao reg
Cc1ccc(/C=C/C(=O)Nc2cccc(S(=O)(=O)N3CCOCC3)c2)o1	-6	-13	100	-5	53*	-2	-2	-1	-5	100	96
O=c1[nH]c(CSc2ncn[nH]2)nc2ccccc12	.	.	91	.	2	.	.	-23	.	?	95

Sorted by SMILES length (highest first): some entries from above
SMILES	Bcl-2 Bim block	Bim-Bcl-B	RGS4-Gao reg	Bim-Bcl-XL	Mcl1 Noxa PPI	Bim-Bcl-W	Bim-Bfl-1	Mcl1-Bid inh	Bim-Mcl-1	RGS7-Gao reg	RGS8-Gao reg
O=C(c1ccccc1F)N1CCN(c2ccc([N+](=O)[O-])c(NCC3CCCO3)c2)CC1 (centres undefined)	2	7	99	0	6	-1	0	-30	24	98	98
O=S(=O)(NCc1ccco1)c1cccc(S(=O)(=O)N2CCCCC2)c1	-7	-10	101	-10	1	-6	-13	0	-7	101	102
O=C(CCn1nnc2ccccc21)N1CCC(O)(c2cccc(F)c2)CC1	-11	-5	101	-2	8	0	-9	-17	-1	98	102
O=c1[nH]c(CSc2ncn[nH]2)nc2ccccc12	.	.	91	.	2	.	.	-23	.	?	95
